From PubChem
Gal4-VP16 FLuc: counter-screen for ROR gamma inhibitors: Gal4-VP16 reporter | Potency, µM (series often up to 53.6 µM), for inactives: at the top dose activity, negative = inhibition, usual class: inhibitors | 3.5% of 310,000 active | Drosophila S2 Gal4-VP16 UAS-luciferase, luminescence, 20 h;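 further: Gal4-VP16 expression switched on by copper sulfate through the metallothionein promoter; on the % scale 0 is the no-effect control and ±100 the full control effect; nearly all actives have a fitted effect of over 50% in size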
BRCA1 expr up: increases BRCA1 expression | MCF7-BRCA1-FFLuc reporter, luminescence, 48 h; response scale: scaled: vehicle 0%, 10 µM genistein 100% | Potency, µM (highest dose often 46.1 µM), for inactives: at the highest dose activation, actives largely listed as activators | 1.1% of 380,000 active | AID 624202; further: nearly all actives have a fitted effect of over 80% in size; some results filed as inactive show a strong effect at the top dose
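Reporter cells (MCF7, BRCA1 promoter-firefly luciferase) received library compounds across a concentration series for 48 h. End-point luminescence was measured and concentration-effect curves derived after normalization.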
Rab9 promoter act: Rab9 promoter activation. Huh7 Rab9 promoter-luciferase reporter, luminescence, 24 h. Potency, µM (top dose mostly 9.22 µM), for inactives: top-dose activation, negative = inhibition, hits mostly activators. 2.8% of 320,000 active; further: % of control where 0% means no effect; nearly all actives have a fitted effect of over 60% in size
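Using Huh7 cells stably transfected with Rab9 promoter–luciferase, compounds were incubated 24 h at 37 °C, 5% CO2; luciferase luminescence was read 10 min after reagent addition.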
ELG1 genotox: inducers of genotoxicity in HEK293T ELG1-luciferase cells; AID 504466; HEK293T ELG1-luciferase reporter, luminescence, 16 h; Potency, µM (titrated, usually from 46 µM), for the others: at the highest dose activity change, positive = activation, actives largely listed as activators; 1.3% of 330,000 active; further: % of control where 0% means no effect; nearly all actives have a fitted effect of over 60% in size
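After overnight (16 hr) compound treatment at 37 °C, ELG1-luciferase HEK293T cells were lysed with ONE-Glo; luminescence quantified 30 min later at room temperature.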
uPA surface inh: inhibitors of cell surface uPA generation; cell surface uPA generation assay, qHTS; Potency, µM (top dose mostly 38.3 µM), without a hit: top-dose activity change, negative = inhibition, usual class: inhibitors; 0.31% of 330,000 active; active means well fitted inhibition curve with a large enough effect; inconclusive means small, poorly fitted or top-dose-only effect; inactive means no such curve, though single readings can be large or run the other way; tested in mouse RAW 264.7 cells; further: on the % scale 0 is the no-effect control and ±100 the full control effect; nearly all actives have a fitted effect of over 55% in size
FLuc modulator: firefly luciferase modulation, counter-screen for miR-21 project | purified FLuc, Km substrates, luminescence inhibition | Potency, µM (highest dose often 57.5 µM), inactives show top-dose activity change, negative = inhibition, hits mostly inhibitors | 6.9% of 360,000 active | AID 588342;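 further: plate controls were vehicle for no effect and reference inhibitor for full effect; nearly all actives have a fitted effect of over 55% in size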
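Biochemical qHTS of compounds, final roughly 60 µM downward over six points, against 10 nM purified firefly luciferase using Km concentrations of substrates (10 uM D-luciferin, 10 uM ATP) in Tris acetate pH 7.5 buffer; luminescence output.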
NPC1 prom act: NPC1 promoter activation; Huh7 NPC1 promoter luciferase reporter, 24 h; 2.4% of 320,000 active; Potency, µM (doses to about 9.22 µM), for inactives: at the highest dose activation, hits mostly activators; AID 485313;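 further: % of control where 0% means no effect; nearly all actives have a fitted effect of over 60% in size; reporter is driven by a mutant NPC1 promoter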
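In 1536-well qHTS, Huh7 cells harboring an NPC1 promoter–luciferase construct received compound for 24 h; activation was quantified by luminescence following luciferase reagent addition.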
p53 reactivator: restores transcriptional activity of mutant p53. Potency, µM (highest dose often 92.2 µM), inactives show at the top dose activity change, positive = activation, most hits filed as activators. H1299 p53-A138V BP100-luciferase reporter, luminescence, 24 h. 0.063% of 320,000 active; further: % of control where 0% means no effect; nearly all actives have a fitted effect of over 45% in size
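p53-null H1299 cells stably carrying temperature-sensitive p53-A138V and a BP100-luciferase reporter were pinned with compounds (4-point, 1:5 series) and held 24 hrs at 37 deg C. Luminescence was read 10 min after detection reagent.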
RORgamma inh: ROR gamma (mouse) transcription inhibition; P51450; Drosophila S2 Gal4-RORgamma UAS-luciferase reporter, 20 h; Potency, µM (series often up to 53.6 µM), inactives show top-dose activity change, negative = inhibition, most hits filed as inhibitors; 5.4% of 310,000 active; AID 2551; further: on the % scale 0 is the no-effect control and ±100 the full control effect; nearly all actives have a fitted effect of over 60% in size
Target sequence (P51450 whole entry, looked up, the tested form may be a part): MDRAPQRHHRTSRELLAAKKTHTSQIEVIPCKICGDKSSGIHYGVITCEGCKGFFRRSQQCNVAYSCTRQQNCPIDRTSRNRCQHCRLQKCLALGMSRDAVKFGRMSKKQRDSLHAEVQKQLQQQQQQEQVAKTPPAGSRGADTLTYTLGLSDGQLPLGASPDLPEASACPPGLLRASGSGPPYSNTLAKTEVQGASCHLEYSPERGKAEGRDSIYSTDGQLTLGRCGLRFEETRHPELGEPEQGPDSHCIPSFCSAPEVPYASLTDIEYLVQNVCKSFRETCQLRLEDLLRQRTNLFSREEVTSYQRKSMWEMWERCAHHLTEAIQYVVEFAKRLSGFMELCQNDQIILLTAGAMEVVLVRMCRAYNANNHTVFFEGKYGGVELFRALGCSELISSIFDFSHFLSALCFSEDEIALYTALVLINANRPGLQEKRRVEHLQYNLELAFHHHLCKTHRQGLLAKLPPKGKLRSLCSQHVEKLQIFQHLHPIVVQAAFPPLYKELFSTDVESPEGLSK
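Drosophila S2 cells stably expressing Gal4-DBD/mouse RORγ fusion under metallothionein promoter plus UAS-luciferase; compound 1 h, then 700 uM CuSO4 induction for 20 h at ambient temperature; inhibition read as reduced luminescence.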
MBNL1 CUG block: MBNL1-poly(CUG) RNA binding inhibition | TR-FRET MBNL1-His/biotin-(CUG)12 binding, 665/545 ratio | Potency, µM (doses to about 57.5 µM), for inactives: top-dose activity change, negative = inhibition, usual class: inhibitors | 0.036% of 280,000 active | AID 2675; active means well fitted inhibition curve with a large enough effect in the signal ratio, with a control signal flat, not every such curve was filed as active; inconclusive means small, poorly fitted or top-dose-only effect, or effect the other way, or a change in a side signal; inactive means no such curve, though single readings can be large or run the other way; the % refers to the signal ratio; further: on the % scale 0 is the no-effect control and ±100 the full control effect
Target sequence (Q9NR56 whole entry, looked up): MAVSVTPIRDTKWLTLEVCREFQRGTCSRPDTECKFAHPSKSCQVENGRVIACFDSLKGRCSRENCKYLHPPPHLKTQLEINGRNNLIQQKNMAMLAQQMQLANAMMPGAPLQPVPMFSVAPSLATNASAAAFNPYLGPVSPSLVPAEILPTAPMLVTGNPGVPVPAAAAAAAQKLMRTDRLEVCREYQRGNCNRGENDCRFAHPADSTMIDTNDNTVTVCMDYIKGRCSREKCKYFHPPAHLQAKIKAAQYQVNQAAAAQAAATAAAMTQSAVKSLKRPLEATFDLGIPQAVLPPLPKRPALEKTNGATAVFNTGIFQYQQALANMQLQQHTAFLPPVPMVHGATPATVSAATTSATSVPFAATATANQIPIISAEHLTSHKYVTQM
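Compounds (final 92 nM to 58 uM) are added to His-tagged MBNL1 and biotin-(CUG)12, then terbium anti-His antibody and streptavidin-XL665 (5 nM final). After 60 min at room temperature, the 665/545 nm ratio is read.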
The depositor's hits bear a star; u = inconclusive; x = no result given; & = joins results of further samples; [ ] = another dose, or the depositor's remark. Unless noted, the call rests on the fitted dose curve; in most records, active means well fitted curve in the direction sought with a large enough effect; inconclusive means small, poorly fitted or top-dose-only effect, or another doubt; inactive means no such curve, though single readings can be large; an effect the other way counts as inactive or inconclusive. Potency means the concentration at half of the fitted maximal effect.

SMILES	Gal4-VP16 FLuc	BRCA1 expr up	Rab9 promoter act	ELG1 genotox	uPA surface inh	FLuc modulator	NPC1 prom act	p53 reactivator	RORgamma inh	MBNL1 CUG block
Cc1ccc(N/N=C2\CC(=O)c3ccccc32)cc1Cl	-20%	x	16%	u	x	9.5µM*	2%	15%	-12%	10%
COc1ccc(C2c3ccc(O)cc3Oc3ncn(Cc4ccco4)c(=N)c32)cc1OC (stereo not given)	-2%	-11%	-9%	8%	-5%	-2%	1%	-8%	1%	-9%
COC(=O)CSc1nc2sccc2c(=O)n1-c1ccccc1	-1%	5%	5%	-2%	-21%	0%	2%	-6%	44%	-4%
CSc1nc2ccc(NS(=O)(=O)c3cccc(Cl)c3Cl)cc2s1	3%	-26%	-6%	1%	-1%	-1%	3%	10%	22%	-29%
CN(Cc1cn(-c2ccccc2)nc1-c1ccc2c(c1)OCO2)Cc1nccn1C	11µM*	-26%	-3%	-7%	-9%	-8%	-6%	-5%	11µM*	-5%
COC(=O)Cc1cn(-c2ncc(C(F)(F)F)cc2Cl)c2ccccc12	7%	-21%	5%	1%	0%	4%	-5%	7%	-12%	-6%
COCCn1c(C)cc(C(=O)CSc2nnc3ccccn23)c1C	u	-61%	u	0.58µM*	-28%	1.3µM*	u	1%	3.2µM*	4%
Cc1ccc(OCC(=O)N/N=C\c2ccc(-c3cccc(C(=O)O)c3)o2)c(C)c1	-12%	54%	13%	14%	4%	6.7µM*	12%	u	22%	-6%
O=C(NCc1ccco1)c1ccc(Cl)s1	6%	-7%	-2%	1%	0%	-5%	1%	-2%	38%	x
C/C(=N\Nc1ccc(Cl)c(C(=O)O)c1)c1cccc2ccccc12	1%	59%	16%	27%	-5%	u	4%	16%	11%	14%
COc1ccccc1C(=O)C1CCCN(C(=O)c2cn3cc(Cl)ccc3n2)C1 (stereo not given)	-5%	-5%	-3%	3%	-1%	13µM*	-4%	1%	u	u
O=P(c1ccccc1)(c1ccccc1)c1cc(S(=O)(=O)O)ccc1O	6%	34%	-9%	0%	7%	0%	-3%	-1%	-14%	0%
CCOC(=O)c1cc(-c2ccc(/C=C3/C(=O)NC(=O)C(C#N)=C3C)o2)ccc1Cl	7%	3%	1%	3%	8%	u	-5%	5%	u	u
CCC(C(=O)NC(C)CCc1ccccc1)n1nc(C)n2c(cc3occc32)c1=O (stereo not given)	0%	-14%	10%	3%	0%	0%	-2%	-4%	u	0%
CC(C)(C)c1ccc(NC(=O)CSc2n[nH]c(=O)n2C2CC2)cc1	x	2%	x	4%	-17%	x	x	-1%	x	x
CCCCN(C(=O)CC1OC(=O)c2ccccc21)c1c(N)n(CCCC)c(=O)[nH]c1=O (stereo not given)	x	1%	-3%	6%	-2%	1%	-3%	-2%	x	x
COc1cccc(C2C(C(=O)c3ccco3)=C(O)C(=O)N2CCN(C)C)c1OC (stereo not given)	-8%	-14%	-2%	0%	1%	1%	-2%	-2%	-9%	x
CN(C)CC(C)(C)CN=Cc1c(O)[nH]c2ccccc12	-2%	-4%	-3%	10%	27%	1%	-1%	11%	-39%	-2%
CC(=O)OCC1=C(C(=O)O)N2C(=O)C(NC(=O)C(C)Cn3nc(C)c(Cl)c3C)C2SC1 (stereo not given)	2%	12%	0%	6%	4%	-3%	-2%	0%	-33%	-4%
O=C1NC[C@@H](Cc2cccc3ccccc23)N(CCCCC2CCCCC2)C1=O	x	6%	-3%	0%	-7%	1%	2%	-7%	x	x
CCc1ccc(-c2cc3c(=O)n(CC(=O)NCCCN4CCN(Cc5ccccc5)CC4)nc(C)n3n2)cc1	-6%	12%	-4%	5%	6%	8.5µM*	12%	24%	u	0%
CCN(CC)S(=O)(=O)c1ccc(N2CCCC2)c(NC(=O)c2ccncc2)c1	0%	0%	3%	0%	13%	-1%	-2%	-1%	-10%	1%
CC(=O)c1cn(CC(=O)Nc2ccccc2C)c2ccccc12	u	-28%	-36%[inhibitor]	-7%	-4%	0%	-25%	3%	u	18%
O=C(N/N=C1\CCCc2c1[nH]c1ccc([N+](=O)[O-])cc21)c1ccncc1	-9%	x	2%	5%	x	3%	-1%	7%	9%	u
CCCOc1cc(C)c(S(=O)(=O)NC2CC(C)(C)NC(C)(C)C2)cc1C	0%	-44%	-3%	-4%	-7%	5%	-5%	8%	5%	-8%

Complete entries from above. Order of screens: Gal4-VP16 FLuc, BRCA1 expr up, Rab9 promoter act, ELG1 genotox, uPA surface inh, FLuc modulator, NPC1 prom act, p53 reactivator, RORgamma inh, MBNL1 CUG block
`Cc1ccc(N/N=C2\CC(=O)c3ccccc32)cc1Cl` across the screens: -20%, x, 16%, u, x, 9.5µM*, 2%, 15%, -12%, 10%
`CC(=O)OCC1=C(C(=O)O)N2C(=O)C(NC(=O)C(C)Cn3nc(C)c(Cl)c3C)C2SC1` (stereo not given) across the screens: 2%, 12%, 0%, 6%, 4%, -3%, -2%, 0%, -33%, -4%

(continued)
SMILES	Gal4-VP16 FLuc	BRCA1 expr up	Rab9 promoter act	ELG1 genotox	uPA surface inh	FLuc modulator	NPC1 prom act	p53 reactivator	RORgamma inh	MBNL1 CUG block
Cc1ccsc1S(=O)(=O)N1CCCC(CCC(=O)NCc2ccccc2F)C1 (stereo not given)	5%	-14%	-4%	-3%	-10%	-16%	-5%	-1%	39%	5%
COc1ccc(-c2cc(=Nc3c(C)n(C)n(-c4ccccc4)c3=O)c3ccccc3o2)cc1	-8%	76%	23%	u	-2%	u	11%	10%	3%	24%
O=C(Nc1ccc(Cl)cc1)c1ccc(-c2ccccn2)s1	-13%	u	2.8µM*	23%	3%	u	1.6µM*	14%	-1%	u
CCOc1ccccc1NC(=O)NCCc1c[nH]c2ccccc12	4%	-59%	-3%	0%	-1%	-5%	9%	29%	35%	-2%
Cc1ccc(-c2cc3cccc[n+]3cc2-c2ccc(C)cc2)cc1	13µM*	-84%	-36%[inhibitor]	-6%	10µM*	1%	-28%	-18%	u	u
O=C(/C=C/c1ccccc1Cl)NCCc1ccccc1	-5%	11µM*	u	10%	x	19µM*	u	u	5%	4%
c1ccc2ccccc2c1	-4%&17%	5%	-4%	-2%	-13%	-1%	1%	2%	-30%&1%	x
Cc1cc(C)nc(NS(=O)(=O)c2ccc(NC(=O)CN3C(=O)S/C(=C\c4ccccc4)C3=O)cc2)n1	-2%	-10%	-2%	0%	1%	-12%	-1%	0%	u	x
Cc1cc(-c2ccc(C(C)C)c(S(=O)(=O)NCCN3CCC(C)CC3)c2)on1	0%	-31%	-5%	3%	-2%	5%	11%	7%	5%	-6%
COc1cc2c(cc1OC)C(c1ccc(Br)cc1)CC(=O)N2 (stereo not given)	14%	-7%	6%	3%	25%	7%	-2%	-25%	u	-2%
COC(=O)C1=C(C)NC(C)=C(C(=O)OC)C1C(=O)OCC(=O)N1c2ccccc2CC1C (stereo not given)	3%	-30%&-13%	-1%	-1%	-2%&-3%	6%	1%	-6%	-2%	-4%
COC(=O)c1ccccc1NC(=O)Oc1ccc(F)cc1	-2%	-4%	-1%	6%	x	-2%	-3%	5%	1%	-5%
c1ccc(COc2ccc(CN3CCN(c4ccccn4)CC3)cc2)cc1	4%	2µM*	2.2µM*	21µM*	0%	6.7µM*	u	u	3%	-9%
Cc1onc(-c2c(F)cccc2Cl)c1C(=O)NC1CCCCCC1	-4%	-9%	9%	-30%[inhibitor]	7%	1%	3%	-1%	22%	5%
CC(C)COC(=O)N1CCN(S(=O)(=O)c2ccc3c(c2)CCC3)CC1	x	-20%	0%	-2%	1%	-2%	1%	-5%	x	x
CC1=CC(C)(C)N(S(=O)(=O)c2ccc(F)cc2)c2ccc(C)cc21	-13%	-78%	-1%	-1%	u	2%	-6%	12%	-35%	0%
O=C(COC(=O)Cc1ccsc1)NC1CCCCCC1	5%	-21%	4%	2%	-3%	-2%	-4%	-3%	-19%[10 µM]	-3%

In another format: results already given
molecule | Gal4-VP16 FLuc | BRCA1 expr up | Rab9 promoter act | ELG1 genotox | uPA surface inh | FLuc modulator | NPC1 prom act | p53 reactivator | RORgamma inh | MBNL1 CUG block
c1ccc(COc2ccc(CN3CCN(c4ccccn4)CC3)cc2)cc1 | 4% | 2µM* | 2.2µM* | 21µM* | 0% | 6.7µM* | u | u | 3% | -9%
Cc1onc(-c2c(F)cccc2Cl)c1C(=O)NC1CCCCCC1 | -4% | -9% | 9% | -30%[inhibitor] | 7% | 1% | 3% | -1% | 22% | 5%
CC(C)COC(=O)N1CCN(S(=O)(=O)c2ccc3c(c2)CCC3)CC1 | x | -20% | 0% | -2% | 1% | -2% | 1% | -5% | x | x
CC1=CC(C)(C)N(S(=O)(=O)c2ccc(F)cc2)c2ccc(C)cc21 | -13% | -78% | -1% | -1% | u | 2% | -6% | 12% | -35% | 0%
O=C(COC(=O)Cc1ccsc1)NC1CCCCCC1 | 5% | -21% | 4% | 2% | -3% | -2% | -4% | -3% | -19%[10 µM] | -3%
